ROS inducer: ROS inducers in U2OS cancer cells, primary screen, cell-based, H2DCF-DA fluorescence; U2OS ROS induction; ROS induction (% of piperlongumine), % at 10 µM; actives 2% (n = 46,000); AID 624156, 2012; in the data active = ROS induction above about 79%, passing the limit was not always enough; inconclusive = no clear call, values can overlap the other calls;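 also: 0% = DMSO vehicle median and 100% = reference compound median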
* = called active by the depositor; ? = inconclusive. These rows are one share of the data; the hit share may differ from the screen's.

canonical_smiles	ROS inducer
C[C@@H]1CCCCO[C@H](CN(C)C(=O)NC2CCCCC2)[C@@H](C)CN([C@H](C)CO)C(=O)c2cc(NC(=O)Nc3cccc4ccccc34)ccc2O1	32.3
Cc1nc(CSc2nc3sc(C)c(C)c3c(=O)n2-c2ccccc2)cs1	-5.9
COc1ccc(S(=O)(=O)Nc2cccc3c2O[C@@H](CN(C)Cc2ccc(C(F)(F)F)cc2)[C@@H](C)CN([C@@H](C)CO)C3=O)cc1	13.8
CC(NS(=O)(=O)N(C)C)c1ccccc1 (centres undefined)	-7.4
CCn1c(SCC(=O)Nc2ccc(F)cc2)nnc1-c1cccc(Cl)c1	1.5
C[C@H]1CN([C@@H](C)CO)C(=O)c2cccc(NC(=O)c3ccc(-c4nccs4)cc3)c2O[C@H]1CN(C)Cc1ccc2c(c1)OCO2	11.6
O=C(COc1ccc(Cl)cc1Cl)Nc1c[nH]c(=O)[nH]c1=O	0.5
Cc1sc2ncnc(SCC(=O)Nc3ccccc3Cl)c2c1C	-9.2
CC(C)(C)C(=S)Nc1cccc(Cl)c1	11.2
Cc1cc(Br)c(NC(=O)CSc2nccc(=O)[nH]2)cc1C	3.5
C[C@H](CO)N1C[C@H](C)[C@H](CN(C)S(=O)(=O)c2ccc(F)cc2)Oc2ccc(NC(=O)NC3CCCCC3)cc2C1=O	5.6
COc1ccc(S(=O)(=O)N(C)C[C@H]2Oc3c(NC(=O)Nc4ccc(F)cc4)cccc3C(=O)N([C@H](C)CO)C[C@H]2C)cc1	0.7
CCN(Cc1ccccc1)C(=O)N1CCOCC1	-9.4
NC(=O)C1(N2CCCCC2)CCN(CC(=O)Nc2ccccc2Sc2ccccc2)CC1	15.2
CC(C)COC(=O)N(C)C[C@H]1OCc2cnnn2CCCC(=O)N([C@@H](C)CO)C[C@@H]1C	4.0
O=C(O)c1ccc(/C=N/NC(=O)c2ccccn2)cc1	-7.3
c1ccc(Cn2c(SCCN3CCOCC3)nc3ccccc32)cc1	16.7
C[C@H](CO)N1C[C@H](C)[C@H](CN(C)Cc2ccc(Oc3ccccc3)cc2)Oc2ccc(NS(=O)(=O)c3ccccc3)cc2C1=O	19.4
COc1ccc(S(=O)(=O)N(C)CC(=O)Nc2ccccc2SC)cc1	-6.8
C[C@H]1CN([C@@H](C)CO)C(=O)c2cccc(NS(C)(=O)=O)c2O[C@H]1CN(C)C	-2.5
C[C@H]1CN([C@@H](C)CO)C(=O)Cc2cc(NS(=O)(=O)c3ccc(Cl)cc3)ccc2O[C@H]1CN(C)Cc1ccc(Oc2ccccc2)cc1	22.7
Cc1ccc(C23CC4CC(CC(CN)(C4)C2)C3)cc1C	-9.2
O=C1CC(c2ccccc2)N=C(SCC(=O)Nc2ccc3ccccc3c2)N1 (centres undefined)	?
C[C@@H]1CCCCO[C@H](CN(C)S(=O)(=O)c2ccccc2)[C@@H](C)CN([C@H](C)CO)C(=O)c2cc(NC(=O)Nc3ccccc3)ccc2O1	30.3
COc1ccc([C@H]2C=C(C(=O)N3CCCCC3)O[C@@H](OCc3ccc(CO)cc3)C2)cc1	45.3
Cc1cc(C)c(C#N)c(SCC(=O)C2CC2)n1	3.0
N#Cc1ccccc1CSc1nnc(N)n1-c1ccccc1	5.3
COc1ccc(CN(C)C[C@@H]2Oc3ccc(NS(=O)(=O)c4ccc(C)cc4)cc3C(=O)N([C@@H](C)CO)C[C@H]2C)cc1	-4.5
CNC(=O)CN(c1ccccc1)S(=O)(=O)c1ccc(F)cc1	19.1
C[C@H](CO)N1C[C@H](C)[C@@H](CN(C)Cc2ccc(C(F)(F)F)cc2)Oc2ccc(NC(=O)Nc3ccc(C(F)(F)F)cc3)cc2C1=O	11.7
c1ccc2cc(OCCN3CCOCC3)ccc2c1	9.1
CNC[C@@H]1Oc2ccc(NS(=O)(=O)c3ccccc3)cc2C(=O)N([C@H](C)CO)C[C@H]1C	-12.1
NC(=O)COc1ccccc1/C=N/NC(=O)c1cccc(C(=O)NO)c1	4.1
C=CCN1C(=O)C(C(C)CC)NC1=S (centres undefined)	-5.4
C[C@@H]1CCCCO[C@@H](CN(C)S(=O)(=O)c2ccc(F)cc2)[C@@H](C)CN([C@H](C)CO)C(=O)c2cc(NC(=O)Nc3ccc4c(c3)OCO4)ccc2O1	?
Cc1scc(C(=O)Nc2cccc(Cn3cccn3)c2)c1-c1ccccc1	-7.3
C[C@H](CO)N1C[C@H](C)[C@H](CN(C)C(=O)Nc2ccc3c(c2)OCO3)Oc2ccc(NC(=O)Nc3ccc(C(F)(F)F)cc3)cc2C1=O	25.9
CNC[C@@H]1Oc2ccc(NC(=O)Nc3ccc(OC)cc3)cc2CC(=O)N([C@@H](C)CO)C[C@@H]1C	2.6
C[C@H]1CN([C@@H](C)CO)C(=O)Cc2cc(NC(=O)Nc3ccc4c(c3)OCO4)ccc2O[C@@H]1CN(C)C(=O)Nc1ccc2c(c1)OCO2	-7.0
C[C@H]1CN([C@@H](C)CO)C(=O)c2cccc(NC(=O)C3CC3)c2O[C@@H]1CN(C)Cc1ccccc1	12.9
C[C@@H]1CN([C@H](C)CO)C(=O)Cc2cc(NS(=O)(=O)c3ccccc3)ccc2O[C@H]1CN(C)C(=O)Nc1ccc(C(F)(F)F)cc1	18.2
COc1c2ccoc2cc2oc(=O)ccc12	3.2
COc1ccc(CN(C)C[C@H]2Oc3ccc(NS(=O)(=O)c4ccc(F)cc4)cc3CC(=O)N([C@@H](C)CO)C[C@H]2C)cc1	72.2
CC(C)NC(=O)N(C)C[C@H]1Oc2ccc(NS(=O)(=O)c3cccs3)cc2C(=O)N([C@H](C)CO)C[C@@H]1C	-6.9
C[C@H]1CN([C@@H](C)CO)C(=O)c2cc(NC(=O)C3CC3)ccc2O[C@@H]1CN(C)C(=O)Nc1cccc2ccccc12	14.2
C[C@@H]1CN([C@@H](C)CO)C(=O)c2cccc(NS(=O)(=O)c3ccc(Cl)cc3)c2O[C@H]1CN(C)C(=O)Nc1cccc2ccccc12	0.0
Cn1nc([N+](=O)[O-])nc1Oc1ccccc1C(=O)N1CCOCC1	-4.3
C[C@@H]1CN([C@H](C)CO)C(=O)c2cc(NC(=O)Cc3cn(C)c4ccccc34)ccc2O[C@H]1CN(C)S(=O)(=O)c1ccccc1	28.5
C[C@@H]1CN([C@H](C)CO)C(=O)c2cccc(NS(=O)(=O)c3cn(C)cn3)c2O[C@H]1CN(C)Cc1ccncc1	-3.1
O=[N+]([O-])c1cccc(CSc2nnc(-c3ccco3)n2-c2ccccc2)c1	9.7
C[C@@H]1CN([C@H](C)CO)C(=O)c2cc(NC(=O)C3CCCCC3)ccc2O[C@H]1CN(C)S(=O)(=O)c1ccc(F)cc1	0.9
C[C@@H]1CN([C@H](C)CO)C(=O)c2cccc(NS(=O)(=O)c3cccs3)c2O[C@@H]1CN(C)S(=O)(=O)c1cccs1	-2.0
CCn1cc(C(=O)NN)c(=O)c2cc(F)c(N3CCCC3)cc21	19.0
C[C@H](CO)N1C[C@H](C)[C@@H](CN(C)Cc2ccc(Cl)c(Cl)c2)Oc2ccc(N(C)C)cc2C1=O	6.0
COc1ccc(NC(=O)CC2NC3CCCCC3NC2=O)cc1 (centres undefined)	-3.0
COc1cccc(OC)c1OCCNCCO	16.1
Cc1noc(C)c1S(=O)(=O)Nc1ccc2c(c1)C(=O)N([C@@H](C)CO)C[C@H](C)[C@@H](CN(C)C(=O)Nc1ccc(C(F)(F)F)cc1)O2	-8.0
C[C@@H]1CN([C@H](C)CO)C(=O)Cc2cc(NS(C)(=O)=O)ccc2O[C@@H]1CN(C)C	-4.7
O=C(CSc1nnc(-c2cccnc2)n1-c1ccccc1)N1CCN(c2ccc(F)cc2)CC1	24.8
C[C@@H]1CN([C@H](C)CO)C(=O)c2cccc(NC(=O)Nc3ccccc3)c2O[C@@H]1CN(C)C(=O)Nc1ccc(F)cc1	-5.5

Further results:
canonical_smiles	ROS inducer
c1ccc(C2=N[C@H](c3ccccc3)[C@H](c3ccccc3)N2)cc1	37.5
CC(C)NC(=O)Nc1ccc2c(c1)C(=O)N([C@@H](C)CO)C[C@@H](C)[C@H](CN(C)S(=O)(=O)c1ccc(F)cc1)O2	-7.4
O=C(CN1C(=O)N(c2ccc(Cl)cc2)S(=O)(=O)c2ccccc21)N1CCCc2ccccc21	36.9
COc1cc2c(Cc3ccc(OC)c(OC)c3)nccc2cc1O	1.2
C[C@H](CO)N1C[C@H](C)[C@@H](CN(C)C(=O)Nc2ccccc2)Oc2c(NC(=O)CCCCCC(=O)Nc3ccccc3N)cccc2C1=O	-16.3
C[C@H](CO)N1C[C@H](C)[C@H](CN(C)S(=O)(=O)c2ccccc2)Oc2ccc(NS(=O)(=O)c3cn(C)cn3)cc2CC1=O	-5.4
N#CC(C#N)(Cc1ccccc1)Cc1ccccc1	1.8
Cc1nc(CNS(=O)(=O)c2cccs2)cs1	-3.3
O=C(CSc1nnc(-c2cccc([N+](=O)[O-])c2)n1-c1ccccc1)NC1CCCCC1	11.3
C[C@H](CO)N1C[C@H](C)[C@H](CN(C)Cc2ccc(Oc3ccccc3)cc2)Oc2ccc(NC(=O)Nc3ccc(F)cc3)cc2CC1=O	18.4
COc1ccc(S(=O)(=O)Nc2ccc3c(c2)C(=O)N([C@H](C)CO)C[C@H](C)[C@@H](CN(C)Cc2ccc(C(=O)Nc4ccccc4N)cc2)O3)cc1	-9.6
C[C@@H]1CN([C@H](C)CO)C(=O)c2cccc(NC(=O)c3nc4ccccc4s3)c2O[C@@H]1CN(C)C(=O)Nc1ccc(C(F)(F)F)cc1	19.4

Reformatted field by field: 4 of the compounds above
C[C@@H]1CN([C@H](C)CO)C(=O)c2cccc(NC(=O)Nc3ccccc3)c2O[C@@H]1CN(C)C(=O)Nc1ccc(F)cc1
  ROS inducer = -5.5
c1ccc(C2=N[C@H](c3ccccc3)[C@H](c3ccccc3)N2)cc1
  ROS inducer = 37.5
CC(C)NC(=O)Nc1ccc2c(c1)C(=O)N([C@@H](C)CO)C[C@@H](C)[C@H](CN(C)S(=O)(=O)c1ccc(F)cc1)O2
  ROS inducer = -7.4
O=C(CN1C(=O)N(c2ccc(Cl)cc2)S(=O)(=O)c2ccccc21)N1CCCc2ccccc21
  ROS inducer = 36.9

More records follow.
canonical_smiles	ROS inducer
Cc1nc(S(=O)(=O)NC[C@@H]2CCCN(Cc3ccc(OCCO)cc3)C2)cn1C	28.2
Cc1noc(C)c1S(=O)(=O)Nc1ccc2c(c1)C(=O)N([C@H](C)CO)C[C@@H](C)[C@H](CN(C)C(=O)Nc1ccc(C(F)(F)F)cc1)O2	8.7
Cc1ccc(OCc2n[nH]c(=S)n2C2CCCCC2)c2c1CCC2	12.8
Cc1cc(=O)oc2cc(OCC(=O)Nc3sc4c(c3C#N)CCC4)ccc12	-10.7
Cc1cccc(C(=O)Oc2ccc(C)c(C)c2)c1	-0.4
C[C@@H]1CN([C@H](C)CO)C(=O)c2cc(NS(=O)(=O)c3cccs3)ccc2O[C@@H]1CN(C)C(=O)Nc1cccc2ccccc12	2.5
COc1ccc(S(=O)(=O)Nc2ccc3c(c2)C(=O)N([C@H](C)CO)C[C@H](C)[C@@H](CN(C)S(C)(=O)=O)OCCCC[C@@H](C)O3)cc1	15.0
CNC[C@@H]1Oc2ccc(N)cc2C(=O)N([C@H](C)CO)C[C@H]1C	-7.2
CNC[C@@H]1Oc2ccc(NS(=O)(=O)c3cn(C)cn3)cc2CC(=O)N([C@H](C)CO)C[C@@H]1C	0.8
C[C@@H]1CCCCO[C@@H](CN(C)Cc2ccc(Cl)c(Cl)c2)[C@@H](C)CN([C@H](C)CO)C(=O)c2cc(NC(=O)Cc3ccccc3)ccc2O1	131.2*
COc1ccc(CN(C)C[C@@H]2Oc3ccc(NS(=O)(=O)c4cn(C)cn4)cc3C(=O)N([C@@H](C)CO)C[C@@H]2C)cc1	6.1
Cc1onc(C(=O)NN)c1-c1csc(COc2ccc(Cl)cc2)n1	-9.0
COc1ccc(-c2nc3cc4c(cc3o2)Oc2ccccc2N4)cc1	-11.9
COC(=O)CCCCCCC(=O)N/N=C/C1=CCCCC1	-5.5
CNC[C@@H]1Oc2ccc(NC(=O)Nc3ccc4c(c3)OCO4)cc2C(=O)N([C@H](C)CO)C[C@H]1C	-8.1
C=C1CC[C@@H]2C(C)(C)[C@H](O)CC[C@@]2(C)[C@@H]1COc1ccc2ccc(=O)oc2c1	-12.3
COc1ccc(/C=C2\CCc3ccccc3C2=O)cc1COc1ccc(F)cc1	3.4
Cc1noc(C)c1S(=O)(=O)Nc1ccc2c(c1)C(=O)N([C@H](C)CO)C[C@H](C)[C@@H](CN(C)S(=O)(=O)c1ccccc1)O2	15.3
CC1=NN(c2ccccc2)C(=O)C1C(=O)c1ccccc1Br (centres undefined)	0.6
Cc1cc(C(F)(F)F)nc2sc(C(=O)c3cccc(Cl)c3)c(N)c12	28.5
COc1cc(S(=O)(=O)NCCN2CCOCC2)c(OC)cc1Cl	-20.6
C[C@@H]1CN([C@@H](C)CO)C(=O)c2cc(NC(=O)c3ccncc3)ccc2O[C@@H]1CN(C)C(=O)Nc1ccccc1	-2.1
C[C@@H]1CN([C@@H](C)CO)C(=O)c2cccc(NC(=O)C3CCCCC3)c2O[C@H]1CN(C)S(=O)(=O)c1ccccc1	3.6
COC(=O)CC1=C(C)C(=O)CC2C(C)(C)CCC[C@]12C (some centres undefined)	-2.9
C[C@H]1CN([C@@H](C)CO)C(=O)c2cccc(NC(=O)NC3CCCCC3)c2O[C@H]1CN(C)C(=O)Nc1cccc2ccccc12	-16.6
Cc1ccc(S(=O)(=O)N(C)C[C@H]2OCCCC[C@@H](C)Oc3ccc(NC(=O)CCCCCC(=O)Nc4ccccc4N)cc3C(=O)N([C@H](C)CO)C[C@@H]2C)cc1	-12.2

Screening data: PubChem, Broad Institute
